# GLA spleen mod – qHTS Assay for Inhibitors and Activators of Human alpha-Galactosidase From Spleen Homogenate; Potency, µM (titrated, usually from 80 µM), inactives show top-dose activity change, negative = inhibition, actives largely listed as inhibitors; hit rate 0.008% among 240,000; AID 2107, 2009; human spleen homogenate, 4MU-alpha-Gal fluorescence, 40 min;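 also: 0% = enzyme with vehicle and -100% = no enzyme basal signal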
# Target sequence (P06280 32-429 limits assumed): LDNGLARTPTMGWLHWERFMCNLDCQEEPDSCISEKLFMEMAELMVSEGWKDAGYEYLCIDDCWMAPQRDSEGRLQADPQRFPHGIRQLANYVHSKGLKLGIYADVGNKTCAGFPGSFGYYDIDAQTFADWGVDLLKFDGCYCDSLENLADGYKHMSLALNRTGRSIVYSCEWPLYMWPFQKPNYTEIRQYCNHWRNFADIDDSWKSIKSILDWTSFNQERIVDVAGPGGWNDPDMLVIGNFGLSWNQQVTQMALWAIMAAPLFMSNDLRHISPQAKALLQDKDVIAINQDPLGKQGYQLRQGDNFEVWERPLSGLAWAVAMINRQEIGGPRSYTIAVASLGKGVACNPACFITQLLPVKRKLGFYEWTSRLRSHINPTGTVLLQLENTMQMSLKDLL
#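 Fluorogenic readout (Ex 365/Em 440 nm) of 4-methylumbelliferone released from 1 mM 4-MU-alpha-galactoside by spleen homogenate, 40 min at 37C, pH 5.0. Data normalized to no-enzyme and enzyme controls; Hill-equation AC50 from compound titrations.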
# TexasRed fluor – Total Fluorescence Counterscreen for Inhibitors of the Interaction of Thyroid Hormone Receptor and Steroid Receptor Coregulator 2. TRb/SRC2 Texas Red total fluorescence interference. Potency, µM (top dose mostly 106 µM), without a hit: top-dose fluorescence change, negative = quenching. hit rate 0.29% among 280,000; active = well fitted curve in either direction with a large enough effect; inconclusive = small, poorly fitted or top-dose-only effect
#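 Flags fluorescent or light-absorbing compounds by total fluorescence, S + 2P, at 555 nm excitation and 632 nm emission. Mixture: 20 nM Texas Red SRC2 peptide, 0.6 uM human TRb LBD, 1 uM T3, 5% DMSO; compound exposure 5 h at ambient temperature.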
# Tau fluor counter – Counterscreen qHTS for Inhibitors of Tau Fibril Formation, Fluorescence Polarization; tau K18 P301L Alexa594 fluorescence, heparin fibrillization; Potency, µM (highest dose often 57.7 µM), for inactives: at the top dose activity change, negative = decrease; hit rate 0.93% among 280,000; AID 1463, 2008; also: nearly all actives have a fitted effect of over 55% in size
#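 Human K18 P301L tau (15 uM unlabeled plus 0.24 uM Alexa 594-labeled, final) in 100 mM sodium acetate pH 7 was mixed with compound and 20 uM heparin and incubated 6 hr at 37 C.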
# L3MBTL1 block – qHTS Assay for the Inhibitors of L3MBTL1. Lethal(3)malignant brain tumor-like protein 1 (Homo sapiens), Q9Y468. AlphaScreen L3MBTL1–H3K9me1 peptide binding. Potency, µM (highest dose often 57.1 µM), for the others: at the highest dose activity, negative = inhibition, most hits filed as inhibitors. hit rate 0.66% among 230,000. AID 485360, 2010; also: nearly all actives have a fitted effect of over 60% in size
#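 Read-out is AlphaScreen signal from streptavidin donor and nickel chelate acceptor beads (10 ug/mL final each) bridging L3MBTL1 (50 nM) and biotinylated K9-monomethylated H3(1-15) peptide (75 nM), after 30 min compound exposure at room temperature.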
# TRb-SRC2 inh – qHTS for Inhibitors of the Interaction of Thyroid Hormone Receptor and Steroid Receptor Coregulator 2 | Thyroid hormone receptor beta (Homo sapiens), P10828 | TRbeta-SRC2 peptide binding, fluorescence polarization; receptor liganded with 1 µM T3 | Potency, µM (series often up to 106 µM), without a hit: top-dose activity change, negative = inhibition, actives largely listed as inhibitors | hit rate 0.065% among 280,000 | AID 1469, 2008;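 also: plate controls were bound peptide for no effect and peptide without receptor for full effect; nearly all actives have a fitted effect of over 50% in size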
#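 Polarization signal, normalized between peptide-alone and full complex controls, measured compound effects on T3-liganded human TRb LBD (0.6 uM) binding 20 nM Texas Red SRC2 peptide after 5 hr.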
# Tau fibril FP – qHTS for Inhibitors of Tau Fibril Formation, Fluorescence Polarization; hit rate 0.39% among 280,000; Microtubule-associated protein tau (Homo sapiens), P10636; Potency, µM (doses to about 57.7 µM), for the others: at the top dose activity, negative = inhibition, usual class: inhibitors; AID 1468, 2008; K18 P301L tau heparin fibrillization, Alexa594 FP, 6 h; also: nearly all actives have a fitted effect of over 55% in size
# Target sequence (P10636 561-689 P618L limits assumed): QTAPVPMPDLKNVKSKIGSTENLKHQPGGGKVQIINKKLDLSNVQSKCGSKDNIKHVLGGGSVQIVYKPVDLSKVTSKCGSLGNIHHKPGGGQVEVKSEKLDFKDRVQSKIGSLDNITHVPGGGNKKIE
#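 Steps: dispense K18 P301L tau (15 uM plus 0.24 uM Alexa 594 tracer, final) in pH 7 sodium acetate; add compound; add heparin (20 uM final); incubate 6 hr, 37 C; add ThT (30 uM final); after 1 hr ambient, read FP.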
# ALDH1A1 inh – qHTS Assay for Inhibitors of Aldehyde Dehydrogenase 1 (ALDH1A1); hit rate 7.3% among 220,000; AID 1030, 2008; Purified ALDH1A1, NADH fluorescence, propionaldehyde substrate; Aldehyde dehydrogenase 1A1 (Homo sapiens), P00352; Potency, µM (titrated, usually from 75.3 µM), inactives show at the highest dose activity, negative = inhibition, actives largely listed as inhibitors; active = well fitted inhibition curve with a large enough effect, not every such curve was filed as active; inconclusive = small, poorly fitted or top-dose-only effect, or another doubt; inactive = no such curve, though single readings can be large or run the other way;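 also: plate controls were no enzyme wells and a reference inhibitor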
# Target sequence (P00352 whole entry, looked up): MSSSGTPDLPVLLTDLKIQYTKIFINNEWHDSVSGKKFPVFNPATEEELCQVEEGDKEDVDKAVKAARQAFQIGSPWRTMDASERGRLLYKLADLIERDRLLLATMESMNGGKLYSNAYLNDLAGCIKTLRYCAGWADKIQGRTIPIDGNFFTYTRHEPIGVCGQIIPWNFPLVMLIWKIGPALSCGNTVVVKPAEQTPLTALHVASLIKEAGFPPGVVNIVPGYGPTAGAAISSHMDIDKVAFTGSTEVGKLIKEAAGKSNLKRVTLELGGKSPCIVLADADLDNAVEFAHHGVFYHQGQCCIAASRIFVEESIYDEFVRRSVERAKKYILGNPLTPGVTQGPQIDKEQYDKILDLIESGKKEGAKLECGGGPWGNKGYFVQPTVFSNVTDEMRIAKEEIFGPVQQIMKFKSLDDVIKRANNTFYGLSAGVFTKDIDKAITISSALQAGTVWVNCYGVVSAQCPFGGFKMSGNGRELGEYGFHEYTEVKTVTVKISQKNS
# Tau ThT inhib – qHTS for Inhibitors of Tau Fibril Formation, Thioflavin T Binding; Microtubule-associated protein tau (Homo sapiens), P10636; recombinant tau K18 P301L (four-repeat tau fragment), heparin-induced fibrillization, ThT fluorescence; hit rate 2.1% among 270,000; Potency, µM (doses to about 57.4 µM), for inactives: top-dose activity, negative = inhibition, usual class: inhibitors; AID 1460, 2008; also: nearly all actives have a fitted effect of over 55% in size
#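 Heparin-induced fibrillization of the P301L-mutant K18 repeat-domain fragment of human tau was followed by ThT binding in quantitative high-throughput format.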
# Active calls of the source: *; ? = inconclusive; . = no result given; & = joins results of further samples; [ ] = another dose, or the depositor's remark. Unless noted, calls follow the shape of the dose curve; as a rule, active = well fitted curve in the direction sought with a large enough effect; inconclusive = small, poorly fitted or top-dose-only effect, or another doubt; inactive = no such curve, though single readings can be large; an effect the other way counts as inactive or inconclusive. Unless noted, % is scaled to controls: 0 for no effect and ±100 for the full control effect; potency is read from the fitted curve at half-maximal effect.
SMILES,GLA spleen mod,TexasRed fluor,Tau fluor counter,L3MBTL1 block,TRb-SRC2 inh,Tau fibril FP,ALDH1A1 inh,Tau ThT inhib
Cc1ccccc1NC(=O)Cc1c(O)c2ccccc2[nH]c1=O,8%,-3%,3%,0%,8%,-1%,?,-2%
O=C(NCCc1c[nH]c2ccccc12)[C@@H]1C[C@H]1[C@@H](NP(=O)(c1ccccc1)c1ccccc1)c1ccccc1,16%&1%,-3%&-3%,?,-21%,1%&8%,?,16%&6%,?
O=C(CNc1ccc2ccccc2c1)N/N=C/c1ccc(C(=O)O)cc1,1%,-6%,-14%,-1%,9%,1%,?,?
CCN1CCN(c2c(S(=O)(=O)c3ccc(OC)cc3)cnc3cc(OC)c(OC)cc23)CC1,.,8%,-6%,.,-7%,-4%,.,-2%
CCN(CC)C(=O)Cn1c(=O)n(-c2ccc(C)c(C)c2)c(=O)c2c(C)c(C(=O)N(CC)CC)sc21,.,-2%,0%,.,8%,-1%,.,7%
CC(=O)N=c1cccc(NC(C)=O)n1O,-2%,0%,-14%,0%,2%,-7%,-4%,-16%
C=CCn1c(SCC(=O)Nc2cccc(C)c2)nnc1-c1cnccn1,2%,1%,-8%,2%,0%,2%,?,-14%
COc1ccc(CCNc2cn[nH]c(=O)c2Cl)cc1OC,9%,-1%,-3%,0%,11%,-3%,9%,-1%
Cc1ccc(Oc2nc3c(c(=O)n(Cc4ccccc4)c(=O)n3C)n2C)cc1C,.,2%,-11%,.,5%,-3%,.,-13%
COc1ccc(NC(=O)O/N=C/c2ccccc2Cl)cc1,-5%,-6%,-24%,-3%,-4%,12%,.,?
[N-]=[N+]=CC(=O)CC(c1ccccc1)N1C(=O)c2ccccc2C1=O (stereo unspecified),-7%,0%,3%,?,-25%,5%,?,-9%
CN(C)/C=N/C(=S)Nc1ccccc1Cl,1%,-1%,-5%,-20%,3%,-2%,2%,-1%
CCOc1ccc(NCc2cccn2-c2nnc(N3CCC(C(=O)NCc4ccccc4Cl)CC3)s2)cc1,.,-5%,?,.,-9%,8%,.,?
CCOc1cc(/C=N\NC(=O)c2ccc(NC(=O)C(C)(C)C)cc2)ccc1OC(=O)c1cccc(C)c1,8%,-2%,-27%,1%,-1%,?,-1%,-8%
Clc1ccc(N2CCN(c3nc4nonc4nc3N3CCSCC3)CC2)nc1,-4%,-3%,-16%,-7%,1%,-6%,-3%,-8%
CC(=O)Nc1nnc(SCC(=O)c2ccc(F)cc2)s1,9%,-1%,0%,8%,-3%,3%,7%,-3%
O=C(COc1cccc2cccnc12)N/N=C/c1ccc(O)cc1,3%,-7%,-8%,-11%,-7%,-3%,?,?
CC1CCN(CCCNC(=O)C2CCC(=O)N2C2CCCC2)CC1 (stereo unspecified),0%,0%,8%,55%[activator],-16%,1%,6%,14%
Cc1ccc(Cl)cc1N1CCN(C(=O)c2cn(C)c3ccc(S(=O)(=O)N4CCC(C)CC4)cc3c2=O)CC1,.,0%,-1%,.,-9%,-6%,.,3%
CCc1c(C)nc(SCCOc2ccc(OC)cc2)[nH]c1=O,2%,5%,-1%,1%,9%,6%,-3%,-10%
COC(=O)c1ccccc1CCC(C)=O,13%,-1%,-9%,-18%,-1%,-10%,?,-16%
Cc1cc(C(=O)OCC(=O)NCc2ccc3c(c2)OCO3)c2ccccc2n1,-2%,-4%,-11%,-4%,8%,-4%,-5%,-8%
COC(=O)[C@H](COC(C)(C)C)NC(=O)O[C@@H]1C(=O)c2cc(Br)ccc2O[C@H]1c1ccc2c(c1)OCO2,5%,-1%,-11%,.,6%,5%,-7%,-6%
COc1ccc(C)c2sc(N3CCCC3)nc12,7%,-6%,-9%,23%,-16%,12%,?,-15%
O=C(O)c1ccc(OCC(F)(F)F)nc1,6%,-1%,6%,?,2%,-4%,.,-3%

# Given with two lines to a compound: part of the list above
# Below each compound: GLA spleen mod | TexasRed fluor | Tau fluor counter | L3MBTL1 block | TRb-SRC2 inh | Tau fibril FP | ALDH1A1 inh | Tau ThT inhib
COC(=O)[C@H](COC(C)(C)C)NC(=O)O[C@@H]1C(=O)c2cc(Br)ccc2O[C@H]1c1ccc2c(c1)OCO2
 : 5% | -1% | -11% | . | 6% | 5% | -7% | -6%
COc1ccc(C)c2sc(N3CCCC3)nc12
 : 7% | -6% | -9% | 23% | -16% | 12% | ? | -15%

# (cont.)
SMILES,GLA spleen mod,TexasRed fluor,Tau fluor counter,L3MBTL1 block,TRb-SRC2 inh,Tau fibril FP,ALDH1A1 inh,Tau ThT inhib
CCOc1ccc(Nc2oc(Cc3ccccc3)nc2C#N)cc1,-19%,-7%,?,-8%,-18%,18%,?,?
CC(Nc1oc(-c2ccccc2)nc1-c1ccccc1)c1ccccc1 (stereo unspecified),-7%&5%,-2%&0%,4%&5%,.,9%&6%,4%&6%,8%&-6%,-3%&-8%
CCCn1c(=N)c(C#N)cc2c(=O)n3ccccc3nc21,-1%,-2%,3%,3%,4%,-3%,?,2%
O=C(c1ccc2c(c1)N(Cc1ccccc1)C(=O)c1ccccc1S2=O)N1CCC(Cc2ccccc2)CC1 (stereo unspecified),.,3%,-2%,.,-4%,8%,.,-4%
COc1ccc(-c2cn3c(n2)sc2cc(C(=O)NCc4ccccc4)ccc23)cc1,.,-1%,-1%,.,-3%,0%,.,-7%
O=C(CNC(=O)c1cccc(OC(F)F)c1)OCC(=O)c1ccccc1,5%,1%,-2%,4%,-2%,-1%,6%,-7%
CSc1ccc(/C=C(\NC(=O)c2ccc(C)cc2)C(=O)NN)cc1,3%,-4%,-7%,-3%,8%,-1%,.,?
CCN(C(=O)CN1C=NS(=O)(=O)c2ccccc21)c1ccccc1,-4%,1%,3%,13%,-1%,0%,16%,-3%
COc1ccc(-c2nn(-c3ccccc3)cc2C2NC(=O)NC(C)=C2C(=O)OC(C)C)cc1OC (stereo unspecified),.,-2%,-4%,.,-7%,4%,.,-8%
COc1cc(-n2c(=O)c3ccccc3n(Cc3ccccc3)c2=O)cc(OC)c1OC,0%,-3%,-5%,.,-2%,0%,0%,-1%
O=S(=O)(c1ccccc1)c1nnn2c1nc(NCc1ccccc1)c1sccc12,.,0%,0%,.,-2%,?,.,16%
COc1ccccc1NC(=O)c1nn(-c2cccc(C(F)(F)F)c2)ccc1=O,12%,-7%,-18%,-1%,1%,1%,14%,?
CNCc1ccc(OCc2ccccc2)c(OC)c1,-2%,1%,-5%,3%,8%,-3%,6%,-7%
N#Cc1c(N)n(CCCN2CCOCC2)c2nc3ccccc3nc12,?,4%,-8%,-5%,0%,0%,?,-9%
O=C(CN1CCN(S(=O)(=O)c2ccc(Cl)s2)CC1)NCc1ccc(Cl)cc1,4%,-1%,-15%,.,7%,14%,?,-18%
COc1ccccc1OCC#CCn1ccnc1,1%,0%,3%,-3%,6%,1%,?,-1%
NS(=O)(=O)c1ccc(CCNc2ncnc3c2cnn3-c2cccc(Cl)c2)cc1,.,-2%,-24%,.,12%,?,.,3%
COc1ccc(N2CCN(C(=O)c3csc4ccccc34)CC2)cc1,-13%,1%,-13%,-3%,0%,11%,-6%,?
CCOC(=O)CCN1C(=O)[C@H]2[C@H]3[C@H](O)[C@H](O)C/C(=N/NC(=O)OCc4ccccc4)[C@@H]3CC[C@@H]2C1=O,0%[17.5 µM],0%[11.2 µM],-10%[11.6 µM],.,-2%[11.2 µM],0%[11.6 µM],-2%[13.5 µM],-9%[11.5 µM]
COC(=O)C1CC1C(NC(=O)[C@H]1CCCCN1)c1ccccc1 (stereo partly specified),4%,-4%,-9%,.,3%,4%,-10%,-1%
CCn1cc(C(=O)NCCc2ccc(C)cc2)c(=O)c2cc(S(=O)(=O)N(C)C)ccc21,.,-1%,-19%,.,-5%,-8%,.,-3%
O=C(NCc1ccco1)C(c1ccncc1)N(C(=O)Cc1cccs1)c1ccccc1 (stereo unspecified),2%,-1%,13%,3%,10%,6%,3%,-3%
COc1ccc(S(=O)(=O)c2c(Nc3cccc(Cl)c3)sc(C(=O)c3ccccc3)c2N)cc1,.,-2%,-17%,.,-4%,?,.,1%
CCOC(=O)CNC(=O)O[C@@H]1C(=O)c2cc(OC)ccc2O[C@H]1c1cccc(OC)c1,3%,-1%,-10%,.,1%,-11%,-14%,-5%
O=C(CCc1ccccc1)N1CCN(c2ccccn2)CC1,-8%,1%,10%,11%,2%,2%,?,6%
# Carrying on:
SMILES,GLA spleen mod,TexasRed fluor,Tau fluor counter,L3MBTL1 block,TRb-SRC2 inh,Tau fibril FP,ALDH1A1 inh,Tau ThT inhib
Cc1cc(C)nc(Sc2ncnc(N)c2[N+](=O)[O-])n1,1%,-3%,?,10%,-3%,8%,8%,?
Cn1c(SCC(=O)N2CCCc3ccccc32)nnc1-c1cccs1,-1%,-4%,1%,3%,2%,3%,-10%,-8%
Cc1sc2ncnc(N[C@@H](CCC(=O)O)C(=O)O)c2c1C,0%,-1%,-4%,4%,0%,-8%,10%,-6%
COc1ccc(C(=O)N2CCN(C(=O)c3ccc(-c4ccccc4)cc3)CC2)cc1OC,-3%,3%,8%,2%,1%,3%,-8%,-6%
CCCC1(c2ccccc2)NC(=O)N(CCN2C(=O)c3ccccc3C2=O)C1=O (stereo unspecified),3%,0%,-1%,23%,-23%,-7%,-3%,0%
CC(=O)NS(=O)(=O)c1ccccc1,-3%,-2%,-2%,7%,-6%,-3%,14%,2%
CCOC(=O)N1CCN(CC(=O)Nc2cc(C)nn2-c2nc3ccccc3s2)CC1,-1%,-1%,-2%,-9%,-2%,4%,16µM*,-20%

# Assay outcomes (PubChem BioAssay)

# Rows are unselected, and some 8.5% of all compounds hit somewhere here.
